Yp Topo-I inh = Y. pestis Topo-I inhibition via cleavage products; Y. pestis Topo-I cleavage product accumulation, plate reader; 0.064% of 360,000 active; activity, % at 10 µM; in the data active means activity above about 50%, passing the limit was not always enough; inconclusive means no clear call, values can overlap the other calls; further: inactives centre near 2
CCHFV vOTU inh = CCHFV vOTU protease inhibition; inhibition, % at 11.5 µM; AID 651958; Pep-AMC fluorescence; 0.55% of 370,000 active; in the data active means inhibition above about 30%; further: 0% = vehicle wells with enzyme and 100% = no enzyme wells
TcdB inh = inhibitors of Clostridioides difficile toxin B glycohydrolase. TcdB glycohydrolase enzymatic assay, plate reader. AID 652162. P18177. 0.24% of 350,000 active. inhibition, % at 9.99 µM; in the data active means inhibition above about 10%
PrPC surface inh = cell surface PrPC inhibition, primary TR-FRET screen. 0.43% of 370,000 active. TR-FRET read-out. AID 720596. inhibition, % at 13.8 µM. P04156; in the data active means inhibition above about 24%; further: 0% = median of the test wells and 100% = reference compound wells
FadD28 binding = M. tuberculosis FadD28 bisubstrate binding inhibition. AID 588549. FadD28 bisubstrate probe binding, fluorescence polarization. 0.22% of 360,000 active. inhibition, % at 12.5 µM; in the data active means inhibition above about 8.5%, passing the limit was not always enough; inconclusive means no clear call, values can overlap the other calls
BoNT F protease = inhibitors of Botulinum neurotoxin F light chain protease | Multiplex microsphere protease cleavage assay, flow cytometry | inhibition, % at 10 µM | 0.22% of 360,000 active | AID 588497; in the data active means inhibition above about 35%, passing the limit was not always enough; inconclusive means no clear call, values can overlap the other calls; further: plate controls were buffer without enzyme for full effect and enzyme alone for no effect
BoNT A protease = blocks Botulinum neurotoxin A light chain protease | multiplex microsphere protease substrate cleavage, flow cytometry | AID 588499 | inhibition, % at 10 µM | 0.17% of 360,000 active; further: plate controls were buffer without enzyme for full effect and enzyme alone for no effect
Anthrax LF inh2 = blocks Bacillus anthracis lethal factor protease | multiplex microsphere protease cleavage assay, LF | inhibition, % at 10 µM | 0.12% of 360,000 active | AID 588501; further: plate controls were buffer without enzyme for full effect and enzyme alone for no effect
Target sequence (P15917 whole entry, looked up): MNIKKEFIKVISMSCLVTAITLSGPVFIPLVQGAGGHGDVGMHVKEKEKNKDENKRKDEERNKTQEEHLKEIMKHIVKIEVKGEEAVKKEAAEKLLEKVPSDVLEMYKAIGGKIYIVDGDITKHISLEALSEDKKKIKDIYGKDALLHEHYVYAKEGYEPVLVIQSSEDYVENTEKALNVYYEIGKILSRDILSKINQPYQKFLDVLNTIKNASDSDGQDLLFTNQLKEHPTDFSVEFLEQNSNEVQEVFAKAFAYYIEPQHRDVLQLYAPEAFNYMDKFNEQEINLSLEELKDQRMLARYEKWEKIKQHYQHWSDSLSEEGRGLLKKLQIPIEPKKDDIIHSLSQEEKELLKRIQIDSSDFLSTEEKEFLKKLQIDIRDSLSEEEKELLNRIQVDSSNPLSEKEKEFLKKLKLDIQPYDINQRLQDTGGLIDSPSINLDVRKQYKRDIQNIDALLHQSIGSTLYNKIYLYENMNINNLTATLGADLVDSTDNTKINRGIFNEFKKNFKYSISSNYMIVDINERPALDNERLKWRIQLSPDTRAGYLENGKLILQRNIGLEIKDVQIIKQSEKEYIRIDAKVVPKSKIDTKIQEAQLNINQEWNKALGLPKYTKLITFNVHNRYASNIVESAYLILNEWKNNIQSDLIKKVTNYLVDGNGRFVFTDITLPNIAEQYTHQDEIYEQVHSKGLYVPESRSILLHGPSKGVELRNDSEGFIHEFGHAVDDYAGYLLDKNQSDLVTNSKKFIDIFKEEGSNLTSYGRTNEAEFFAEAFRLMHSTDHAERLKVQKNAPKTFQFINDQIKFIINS
PfHsp40 yeast = compounds rescuing yeast from Plasmodium falciparum HSP40 toxicity | 0.68% of 340,000 active | S. cerevisiae expressing PfHsp40, growth rescue, ATP luminescence | growth rescue, % at 12.5 µM; in the data active means growth rescue above about 28%, passing the limit was not always enough; inconclusive means no clear call, values can overlap the other calls;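 further: yeast W303a lacking pdr1 and pdr3 grown in galactose medium; growth measured after three days at 30 °C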
* = called active by the depositor; ? = inconclusive; · = not tested or not shown. Unless noted, no stated cut-off is given here; in the data, active means inhibition above about 30%; inconclusive means no clear call, values can overlap the other calls; inactive means below that. This is a random part of the collection; about 2.3% have a hit in one of these screens.

SMILES | Yp Topo-I inh | CCHFV vOTU inh | TcdB inh | PrPC surface inh | FadD28 binding | BoNT F protease | BoNT A protease | Anthrax LF inh2 | PfHsp40 yeast
Cn1c(Cc2nc3ccccc3n2C)nc2ccccc21 | 11 | -1 | 0.7 | -4 | -0.3 | -2 | -0.4 | -3 | -0.7
COc1ccc2c(c1)CCCC21NC(=O)N(CC(=O)c2cc(F)ccc2F)C1=O (stereo not given) | 3 | 13 | 0.6 | -3 | -1.8 | 0 | -1.0 | -10 | 2.2
O=C(Nc1ccon1)c1cnc2sccn2c1=O | 11 | -15 | · | -4 | 1.6 | 10 | 0.0 | 4 | -1.1
COc1ccc(-c2csc3nc(C)n(-n4cccc4)c(=O)c23)cc1OC | -6 | 7 | -0.4 | -3 | -3.6 | 0 | 0.4 | 1 | 0.6
Cc1c(Cl)cccc1NC(=S)N(Cc1cccnc1)Cc1ccccc1Cl | 12 | 1 | 0.1 | 3 | -3.5 | -3 | 0.1 | -5 | 35*
CC(C)(C)NC(=O)/C(=C\c1ccccc1F)NC(=O)c1ccc([N+](=O)[O-])cc1 | -2 | 19 | -0.1 | -3 | -0.9 | -2 | -0.4 | -2 | -0.7
CCCCC(=O)Nc1ccc(C(=O)N2CCC(C(=O)OCC)CC2)cc1 | 4 | 8 | · | 1 | 0.5 | 3 | 1.4 | 2 | -0.7
O=C(NC(=S)Nc1ccc(S(=O)(=O)Nc2nccs2)cc1)C1CC1 | -5 | 10 | 1.9 | -1 | -0.3 | 0 | -0.8 | 10 | -0.4
Cc1nn(Cc2ccccc2)c(Cl)c1C(=O)NC1CCCc2ccccc21 (stereo not given) | 16 | 18 | 1.2 | 14 | -0.9 | -3 | 1.2 | -1 | 3.3
Cc1[nH]nc(C(F)(F)F)c1CCC(=O)NC1CCCCCC1 | 0 | 2 | 1.6 | 2 | -1.3 | -3 | -1.6 | -4 | -0.6
NC(=O)CC(NC(=O)Cc1ccc(Br)cc1)c1ccc(N2CCN(c3ccccc3)CC2)c([N+](=O)[O-])c1 (stereo not given) | -3 | -1 | · | -13 | -1.3 | 2 | 0.1 | 0 | 0.1
CC(NC(=O)Nc1ccc(Br)cc1)C(C)(C)C (stereo not given) | -14 | -12 | 2.8 | 12 | -1.8 | -5 | -0.2 | -1 | 0.3
Cc1cc(OC(=O)N(C)C)n(-c2ccccc2)n1 | 5 | 7 | -2.3 | 5 | -1.3 | 3 | 1.6 | 12 | 10
COc1ccc(-c2nsc(SCC(=O)Nc3cc(C)on3)n2)cc1 | 8 | 16 | · | 3 | -4.7 | 2 | 1.2 | 5 | 3.7
CCOC(=O)C1(C)C=C(Nc2ccc(OCC)cc2)C(=O)N1c1ccccc1 (stereo not given) | 32 | 0 | 0.4 | -3 | -4.3 | -3 | 0.6 | 0 | 0.3
O=C(CN(c1ccccn1)S(=O)(=O)c1ccc(F)cc1)Nc1ccc(F)cc1F | -9 | -25 | 0.3 | 1 | -3.0 | -2 | 0.3 | 0 | -1.2
Cc1cc(C)c(S(N)(=O)=O)c(C)c1N(C)S(=O)(=O)c1ccc(Cl)cc1 | -1 | -8 | -0.8 | 4 | -0.9 | 3 | -1.6 | 3 | -1.4
CCOC(=O)N1CCN(c2ccc(S(=O)(=O)N3CCC(C)CC3)cc2[N+](=O)[O-])CC1 | 30 | -3 | 0.6 | 6 | -1.4 | 10 | 5.4 | ? | 2.6
COc1ccc(C(C(=O)NC(C)(C)C)N(C(=O)Cn2nnc3ccccc32)c2cccc(C(C)=O)c2)cc1O (stereo not given) | -5 | 3 | 0.7 | -2 | -1.1 | -8 | 0.8 | 1 | 0.2
O=c1c2ccccc2cnn1Cc1n[nH]c(=S)n1-c1ccc(F)cc1 | 0 | 2 | 0.7 | -6 | 1.0 | 3 | 0.2 | -1 | -0.1
CCn1c(=O)cc(OCC(=O)NCc2cccs2)c2ccccc21 | -1 | 7 | 1.4 | 0 | -3.3 | 5 | 0.7 | 0 | 0.1
CCOC(=O)c1c(S(=O)(=O)N(C)C2CCCCC2)c(C)n(C)c1C | 13 | 16 | -1.4 | 3 | -3.6 | -1 | 0.6 | -2 | 0.2
C/C(=N\NC(=O)OC(C)(C)C)c1ccccc1Br | -3 | 5 | -0.4 | 4 | 0.0 | 1 | 0.7 | 2 | 0.8
O=Cc1ccc(-c2cccc(C(=O)O)c2)o1 | 2 | 5 | 1.8 | 0 | -4.9 | 2 | 0.1 | -6 | -0.4
COCCN(CCOC)c1nc(N)c2c(N)nc3c(c2c1C#N)CC(=O)N3Cc1ccc(Cl)cc1 | 33 | 11 | · | -4 | 40* | -4 | 0.7 | 0 | 0.3
COc1ccc(/C(C)=N/Nc2nc(C)c(C(C)=O)s2)cc1 | 4 | -4 | 1.2 | -19 | 1.8 | 16 | -0.2 | -5 | 1.6
COC(=O)[C@@H](Cc1c[nH]c2ccccc12)NC(=O)CCC(=O)c1ccc(Br)cc1 | 16 | 1 | 1.4 | -5 | -3.2 | 5 | -1.1 | -5 | -0.6
CCn1c(SCC(=O)N(C)C2CCS(=O)(=O)C2)nnc1-c1cccs1 (stereo not given) | 8 | 14 | 0.0 | 5 | 0.9 | 3 | -0.1 | -1 | 0.1
COc1ccc(S(=O)(=O)NCCSCc2cccs2)cc1 | 12 | -5 | · | 3 | -3.6 | 4 | 2.5 | 0 | 2.9
Cc1ccc(-c2nc3c(Cl)cc(C(F)(F)F)cn3c2Cc2cccc(Cl)c2)cc1 | · | 3 | -0.2 | 0 | · | 0 | 0.8 | 0 | ·
O=C(c1ccc(CSc2nc3ccncc3[nH]2)cc1)N1CCCCCC1 | 4 | 1 | 1.6 | 10 | -2.3 | -6 | -0.9 | 4 | 1.0
COc1cc(CN2CCCC(C(=O)c3sccc3C)C2)cc(Cl)c1O (stereo not given) | 11 | -4 | 0.4 | -7 | -1.3 | -2 | -0.1 | -5 | -0.3
COc1cccc(N=CC2=C(O)CC(C)(C)CC2=O)c1 | -8 | 11 | 1.3 | 3 | -0.9 | -5 | -0.5 | 0 | 1.2
O=C(NCc1ccccc1Cl)c1ccc2ccccc2n1 | 26 | 14 | 1.6 | -2 | -2.7 | -2 | -0.4 | -4 | -0.9
Cc1nn(Cc2ccccc2)c(C)c1NC(=O)Cn1nc([N+](=O)[O-])c(Cl)c1C | -13 | -15 | · | -9 | -4.0 | 7 | 1.0 | 3 | -1.7
CCC(=O)Nc1nc2nc(-c3ccccc3)cc(=O)n2[nH]1 | 6 | 0 | 0.3 | 0 | -4.0 | -3 | 0.1 | -2 | 0.4
CCOC(=O)c1cc2c(s1)-c1ccccc1CC2 | 19 | -27 | · | 1 | -3.4 | 3 | -0.9 | -2 | -0.1
CSc1ccccc1OCc1cc(C(=O)N2CCCC2c2nonc2C)no1 (stereo not given) | 17 | 11 | 0.5 | 5 | -1.5 | -1 | 0.2 | 0 | 0.9
COc1ccccc1/C=N/NC(=O)c1ccccc1Cl | -6 | -2 | 2.0 | -2 | -4.1 | 2 | 0.2 | -1 | -1.0
CC(=O)N1CCC(N2CCCC(C(=O)c3cccc(Cl)c3)C2)CC1 (stereo not given) | 8 | 0 | -0.1 | -4 | 0.8 | -2 | 0.6 | -12 | 1.6
CCCc1nnc(SCC(=O)Nc2cc(C)on2)n1CCOC | 10 | -2 | -0.3 | -10 | -0.1 | 1 | 0.6 | 1 | 0.8
COc1ccccc1CN1CCCC(CN(CCN(C)C)C(=O)C2CCCC2)C1 (stereo not given) | 2 | 16 | -0.2 | -12 | -1.1 | ? | -8.3 | 19 | 0.3
O=S(=O)(Nc1cccc(-n2cnnn2)c1)c1ccc(Cl)nc1 | 6 | 1 | 0.1 | 6 | 0.0 | 19 | 14 | 4 | -1.5
CCc1ccc(C(=O)COC(=O)CNC(=O)COc2ccccc2)cc1 | 7 | -5 | -0.4 | 1 | 0.7 | -1 | 0.0 | 1 | -0.1
CCc1ccc(C(O)c2ncc(-c3cccc(C)c3)[nH]2)cc1 (stereo not given) | -12 | 2 | 2.1 | -3 | -4.7 | -3 | -0.5 | -5 | ·

2 of the compounds above, in CSV form.
Compound,Yp Topo-I inh,CCHFV vOTU inh,TcdB inh,PrPC surface inh,FadD28 binding,BoNT F protease,BoNT A protease,Anthrax LF inh2,PfHsp40 yeast
COc1ccccc1/C=N/NC(=O)c1ccccc1Cl,-6,-2,2.0,-2,-4.1,2,0.2,-1,-1.0
CC(=O)N1CCC(N2CCCC(C(=O)c3cccc(Cl)c3)C2)CC1 (stereo not given),8,0,-0.1,-4,0.8,-2,0.6,-12,1.6

New compounds follow:
SMILES | Yp Topo-I inh | CCHFV vOTU inh | TcdB inh | PrPC surface inh | FadD28 binding | BoNT F protease | BoNT A protease | Anthrax LF inh2 | PfHsp40 yeast
C=CCNc1ncnc2sc(SC)nc12 | 0 | 11 | 0.8 | -2 | -0.8 | 10 | -1.8 | 19 | -0.3
COc1ccc(C(=O)Nc2cccc(C(=O)N3CCCCC3)c2)cc1 | 7 | 1 | 0.9 | 5 | · | -3 | -0.5 | 0 | 0.8
CSc1sc(C)cc1C1C(C#N)=C(N)N(c2cccnc2)C2=C1C(=O)CCC2 (stereo not given) | 7 | 5 | · | -4 | -0.5 | 3 | 1.5 | -1 | 1.3
CCCCNC(=S)N(CCN(CC)CC)Cc1cc2cc3c(cc2[nH]c1=O)OCO3 | 2 | -35 | 0.1 | -11 | -3.8 | · | · | · | -0.7
C/C(=N\NC(=O)c1ccc(NS(=O)(=O)c2cccs2)cc1)c1ccncc1 | 4 | -2 | -0.2 | 4 | 0.5 | -8 | 0.4 | 1 | 0.7
CCOC(=O)N1CCN(Cc2cc(=O)oc3ccc(Cl)cc23)CC1 | 4 | 1 | · | 0 | 0.9 | -2 | -0.8 | -1 | -2.3
CCOC(=O)N1CCN(C(=O)C[C@@H]2C[C@@]3(C(=O)OC)CCCCC=C3N(CCC3=CCCCC3)C2=O)CC1 | · | 25 | 1.6 | 4 | · | 2 | 0.7 | 5 | ·
COc1ccc(NC(=O)CN2CCN(CC(=O)Nc3ccc(OC)cc3)CC2)cc1 | 9 | -3 | 0.8 | 2 | -3.4 | ? | 2.6 | -3 | -0.8
O=C(NN=C(c1ccccc1)c1ccccc1)C(CCl)C1CCCCC1 (stereo not given) | 5 | 0 | 1.4 | 0 | -1.4 | -3 | -0.6 | -5 | 0.7
Cc1c(C#N)c(N=CN(C)C)c(C(=O)c2ccccc2)n1-c1ccccc1 | 0 | -4 | · | -6 | -3.0 | -3 | 0.1 | 0 | 0.6
CCN(Cc1ccccc1)C(=O)CN1C(=O)COc2ccc(S(=O)(=O)NC3CCCC3)cc21 | 18 | 8 | 0.7 | 5 | -0.6 | -9 | -1.7 | -2 | -0.9
O=C(Nc1ccc(NC(=O)c2ccccc2Cl)nc1)c1ccncc1 | -6 | -10 | -0.2 | 2 | -1.5 | 1 | -0.2 | 2 | -1.5
CCN(CC(=O)NCc1cccs1)C(=O)CCc1c[nH]c2ccccc12 | 0 | 8 | -0.7 | -2 | -2.8 | 0 | -1.5 | 4 | 0.7
Cc1nn(S(=O)(=O)c2ccccc2)c(C)c1S(=O)(=O)N1CCC(C)CC1 | 1 | 1 | 0.4 | -2 | -0.6 | -5 | -1.5 | -4 | 3.2
COc1c(OC(C)=O)ccc(/C=C/c2ccc3ccccc3n2)c1[N+](=O)[O-] | -3 | 18 | 0.2 | -23 | -0.5 | -6 | -1.4 | 1 | 1.4
CCc1cccc(N=c2c([N+](=O)[O-])nn(-c3ccc4c(c3)OCCO4)n2O)c1 | -5 | 14 | -0.4 | -1 | -1.4 | -5 | -0.8 | -2 | 1.4
COc1ccccc1NC1=NC2(CCCC2)N=C(N)N1 | -3 | 7 | · | 0 | -0.3 | ? | -0.3 | -5 | -0.2

A section of the results above, as a working copy:
SMILES | Yp Topo-I inh | CCHFV vOTU inh | TcdB inh | PrPC surface inh | FadD28 binding | BoNT F protease | BoNT A protease | Anthrax LF inh2 | PfHsp40 yeast
CCc1cccc(N=c2c([N+](=O)[O-])nn(-c3ccc4c(c3)OCCO4)n2O)c1 | -5 | 14 | -0.4 | -1 | -1.4 | -5 | -0.8 | -2 | 1.4
COc1ccccc1NC1=NC2(CCCC2)N=C(N)N1 | -3 | 7 | · | 0 | -0.3 | ? | -0.3 | -5 | -0.2

Screens as filed in PubChem BioAssay.
